BRCT inh red: disrupts BRCA1 BRCT binding to phosphoprotein, red fluorophore readout | AID 892 | BRCT-phosphopeptide binding, red fluorescence polarization | Potency, µM (titrated, usually from 76.9 µM), without a hit: at the highest dose activity change, negative = inhibition, hits mostly inhibitors | 0.03% of 75,000 active; also: % is scaled to controls: 0 for no effect and ±100 for the full control effect
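Fluorescence polarization: 100 nM His-tagged BRCA1 BRCT with 100 nM TAMRA-labelled phospho-BACH1 decapeptide, phosphate buffer pH 7.3 with 150 mM NaCl, DTT, 0.01% Tween 20; 12 min RT. Binding inhibition seen as FP decrease.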
HADH2 inhib: HADH2 (human) dehydrogenase inhibition. Q99714. recombinant HADH2, NADH fluorescence, beta-hydroxybutyryl-CoA. Potency, µM (titrated, usually from 57.1 µM), without a hit: at the top dose activity change, negative = inhibition, usual class: inhibitors. 3.4% of 73,000 active; also: potency is read from the fitted curve at half-maximal effect; % is scaled to controls: 0 for no effect and ±100 for the full control effect; nearly all actives have a fitted effect of over 60% in size; many of its hits are not listed in these tables
Target sequence (Q99714 whole entry, looked up, one chain of several): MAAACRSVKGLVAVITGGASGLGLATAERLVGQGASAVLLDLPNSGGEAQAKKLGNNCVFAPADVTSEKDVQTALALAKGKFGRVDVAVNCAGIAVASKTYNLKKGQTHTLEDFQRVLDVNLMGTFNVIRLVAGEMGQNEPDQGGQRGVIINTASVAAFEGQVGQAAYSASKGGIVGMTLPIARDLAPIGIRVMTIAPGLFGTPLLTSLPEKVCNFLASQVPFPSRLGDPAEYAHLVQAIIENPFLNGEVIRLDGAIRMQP
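His-tagged recombinant enzyme from E. coli, 20 nM, preincubated 15 min RT with compound; reaction started with 1 mM NAD+ and 90 uM beta-hydroxybutyryl-CoA in 100 mM Tris-HCl pH 9.0. NADH fluorescence (ex 360/em 450) read over 4 min; last-minus-first difference.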
CRE Fsk mod: CRE-bla signaling modulation under forskolin stimulation | Potency, µM (top dose mostly 38.2 µM), inactives show top-dose activity change, negative = inhibition, actives largely listed as activators | AID 662 | 2.5% of 71,000 active | CHO CRE-bla reporter (cAMP response element driving beta-lactamase), forskolin EC10, beta-lactamase ratio; active = well fitted activation curve with a large enough effect in the signal ratio, with a control signal flat, not every such curve was filed as active; inconclusive = small, poorly fitted or top-dose-only effect, or effect the other way, or a change in a side signal; the % refers to the signal ratio; also: potency is read from the fitted curve at half-maximal effect; % of control where 0% means no effect
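Modulation of forskolin-driven signalling is measured in CHO cells carrying a CRE-controlled beta-lactamase reporter. Cells are stimulated with EC10 NKH 477 in the presence of titrated compound for 3 h at 37 °C, then loaded with CCF4 for 2 h at room temperature.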
BRCT PPI green: inhibitors of human BRCA1 BRCT-phosphoprotein interaction (green fluorophore); BRCA1 BRCT-phosphopeptide binding, green fluorescence polarization; Potency, µM (titrated, usually from 76.9 µM), for inactives: at the highest dose activity change, negative = inhibition, actives largely listed as inhibitors; 0.05% of 75,000 active;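 also: potency is read from the fitted curve at half-maximal effect; plate controls were peptide without protein for full effect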
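Compounds were incubated for 12 min at room temperature with a complex of 100 nM fluorescein-tagged pBACH1 decapeptide and 250 nM His-tagged BRCT protein. Buffer was phosphate pH 7.3 with EDTA, DTT and Tween 20. Disruption of binding lowers the polarization signal.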
Epigenetic mod: epigenetic GFP locus derepression in mouse cells | 0.09% of 68,000 active | Potency, µM (highest dose often 46.1 µM), for the others: top-dose GFP derepression (activation) | mouse C127i GFP locus derepression, cytometry, 30 h | AID 597; also: % of control where 0% means no effect
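Derepression screen: silenced CMV-GFP reporter in murine C127i cells, 30 h compound incubation at 37 C, washed cells imaged by laser-scanning cytometer to enumerate GFP-expressing objects of 20 to 120 um.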
Hsp90 Hop PPI: changes Hsp90-Hop TPR2A binding signal, up or down. AlphaScreen TPR2A-His6 binding biotin-Hsp90 C-terminal peptide. Potency, µM (highest dose often 57 µM), without a hit: at the highest dose activity change, negative = inhibition. 0.44% of 71,000 active. AID 595; active = well fitted curve in either direction with a large enough effect; inconclusive = small, poorly fitted or top-dose-only effect, or another doubt; also: potency is read from the fitted curve at half-maximal effect; % is scaled to controls: 0 for no effect and ±100 for the full control effect; many of its hits are not listed in these tables
Pol III holo inh: blocks replication by bacterial DNA polymerase III holoenzyme | reconstituted DNA polymerase III holoenzyme replication, biochemical | Potency, µM (top dose mostly 57.1 µM), without a hit: at the highest dose activity change, negative = inhibition | 0.25% of 71,000 active | AID 603; also: potency is read from the fitted curve at half-maximal effect; % is scaled to controls: 0 for no effect and ±100 for the full control effect
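Reconstituted *E. coli* holoenzyme (0.35 nM Pol III, 1 nM beta, 154 nM SSB, 2 nM primase) was preincubated with compound for 15 min at RT. Synthesis on 1.4 nM ssM13Gori ran 35 min, then was stopped with PicoGreen/EDTA and read as dsDNA fluorescence.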
HBB splicing: hemoglobin beta splicing modulation; 0.06% of 65,000 active; HBB splicing reporter cell assay, activation; EGFP reporter with mutant IVS2-654 intron; response scale: normalised to 500 nM splice-correcting PNA; Potency, µM (doses to about 46.1 µM), without a hit: at the highest dose activation, actives largely listed as activators; AID 925; also: potency is read from the fitted curve at half-maximal effect; 0% is about no effect
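Compounds were applied for 2 days to HeLa EGFP-654 cells, 500/well in Optimem with 2% FCS. The reporter's EGFP is disrupted by mis-splicing of beta-globin intron IVS2-654. Readout: summed well GFP fluorescence from 488 nm laser scanning; reference was 500 nM antisense […] 654 PNA.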
USP2a inhib: blocks human ubiquitin-specific protease USP2a; O75604; USP2a enzymatic assay, qHTS inhibition; Potency, µM (top dose mostly 38.3 µM), for the others: at the top dose activity change, negative = inhibition, most hits filed as inhibitors; 0.1% of 60,000 active; AID 927;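 also: potency is read from the fitted curve at half-maximal effect; nearly all actives have a fitted effect of over 60% in size; plate controls were DMSO for no effect and NEM full inhibition control for full effect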
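USP2 core (20 nM final) was preincubated with compound for 30 min at RT in 20 mM Tris-HCl pH 8.0, 2 mM CaCl2, 2 mM beta-mercaptoethanol; Ub-PLA2 (20 nM) plus NBD C6-HPC (20 uM) then added, fluorescence read after 2.5 h.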
Ub-GFP proteasome: inhibits proteasome, raising ubiquitin-GFP reporter fluorescence. Ubiquitin-GFP reporter cells, proteasome inhibition, GFP fluorescence; response scale: untreated = 0%, 10 µM MG-132 = 100%. Potency, µM (titrated, usually from 45.9 µM), for inactives: top-dose activation (GFP accumulation), usual class: activators. 67,000 tested, under 10 active. AID 526; active = well fitted activation curve with a large enough effect, not every such curve was filed as active; inconclusive = small, poorly fitted or top-dose-only effect, or another doubt; inactive = no such curve, though single readings can be large or run the other way; also: potency is read from the fitted curve at half-maximal effect
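GFP accumulation read-out: laser plate cytometry counting ubiquitin(G76V)-GFP-expressing U2OS cells after 4 hr compound exposure at 37 °C. Titrations spanned 46 uM to 2.9 nM; 0% = basal, 100% = 10 uM MG-132; concentration-response curves fitted.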
15-hLO inh: inhibitors of human 15-lipoxygenase (ALOX15). purified 15hLO-1, xylenol orange hydroperoxide absorbance. Potency, µM (titrated, usually from 57.1 µM), inactives show top-dose activity change, negative = inhibition, actives largely listed as inhibitors. 1.4% of 74,000 active. AID 887; also: potency is read from the fitted curve at half-maximal effect; % is scaled to controls: 0 for no effect and ±100 for the full control effect; nearly all actives have a fitted effect of over 55% in size
Target sequence (P16050 whole entry, looked up): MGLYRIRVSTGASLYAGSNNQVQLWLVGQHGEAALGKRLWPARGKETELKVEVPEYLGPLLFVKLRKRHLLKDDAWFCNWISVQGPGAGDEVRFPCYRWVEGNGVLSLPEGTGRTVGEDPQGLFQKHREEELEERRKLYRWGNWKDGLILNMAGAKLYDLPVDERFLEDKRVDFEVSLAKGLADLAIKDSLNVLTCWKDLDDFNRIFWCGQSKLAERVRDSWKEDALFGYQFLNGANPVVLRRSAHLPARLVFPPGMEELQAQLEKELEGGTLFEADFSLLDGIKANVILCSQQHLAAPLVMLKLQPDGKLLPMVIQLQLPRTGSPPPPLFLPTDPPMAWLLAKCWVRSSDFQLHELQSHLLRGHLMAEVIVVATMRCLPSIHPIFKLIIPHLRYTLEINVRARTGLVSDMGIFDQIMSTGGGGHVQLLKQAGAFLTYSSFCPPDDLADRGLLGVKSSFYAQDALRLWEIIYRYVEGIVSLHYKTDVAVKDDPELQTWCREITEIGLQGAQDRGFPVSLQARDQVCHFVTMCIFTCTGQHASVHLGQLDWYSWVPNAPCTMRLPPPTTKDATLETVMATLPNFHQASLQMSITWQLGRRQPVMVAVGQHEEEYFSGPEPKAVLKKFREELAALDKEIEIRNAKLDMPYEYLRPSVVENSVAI
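Quantitative HTS in 25 mM Hepes pH 7.5 containing 0.01% Triton X-100: human 15hLO-1 at 40 nM, arachidonic acid at 50 uM, 6 min turnover. Product quantified via ferrous oxidation/xylenol orange, 573:405 nm absorbance ratio.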
Active calls of the source: *; ? = inconclusive; · = not tested or not shown; & = joins results of further samples; [ ] = remark or other dose. Unless noted, calls follow the shape of the dose curve; as a rule, active = well fitted curve in the direction sought with a large enough effect; inconclusive = small, poorly fitted or top-dose-only effect, or another doubt; inactive = no such curve, though single readings can be large; an effect the other way counts as inactive or inconclusive.

SMILES	BRCT inh red	HADH2 inhib	CRE Fsk mod	BRCT PPI green	Epigenetic mod	Hsp90 Hop PPI	Pol III holo inh	HBB splicing	USP2a inhib	Ub-GFP proteasome	15-hLO inh
COc1ccc(-c2nn3c(-c4ccc(F)cc4)nnc3s2)cc1	1.0%	-23%	?	-2.0%	0%	?	-16%	1.3%[0.369 µM]	?	·	-9%
COC(=O)c1cc(NC(=O)C2CC2)cc(C(=O)OC)c1	-0.7%	?	7%	0.5%	2%	-3%	-6%	-0.4%	5%	4%	1%
N#CCCn1c(=O)c(-c2ccc(F)cc2)nc2cnc(N3CCOCC3)nc21	-1.2%	70%[activator]	0.4µM*	-1.0%	3%[9.22 µM]	-1%	10%	4.7%	61%[activator]	-8%	4%
Cc1cc2c(=O)n(CC(=O)NCC(=O)N3CCN(Cc4ccccc4)CC3)cnc2s1	-0.2%	-5%	?	-1.5%	-4%	-4%	-2%	-4.1%	4%	-8%	10%
Cc1ccc(-n2cnnn2)c2cccnc12	-2.7%	1%	9%	-3.3%	-2%	-2%	-7%	-0.4%	-4%	0%	2%
O=C(Cn1ccc2ccccc2c1=O)NCCC(=O)N1CCN(c2cccc(C(F)(F)F)c2)CC1	-0.9%	-13%	-14%	-5.8%	1%	-1%	-3%	-2.3%	33%[activator]	-9%	-1%
COc1cc(C2NC(=O)NC(C)=C2C(=O)OC(C)(C)C)ccc1OCC(=O)O (configuration not stated)	-1.0%	4%	-4%	1.6%	0%	-2%	-5%	-0.1%	1%	-4%	6%
CCOC(=O)N1CCN(C(=O)CN(c2cccc(C(F)(F)F)c2)S(C)(=O)=O)CC1	0.6%	4%	-2%	-3.1%	-2%	-2%	-2%	-1.1%[9.22 µM]	-3%	20%	?
O=C(Cn1nnc(-c2ccccc2)n1)OCc1ccccc1	1.1%	-12%	?	-1.3%	-1%	17%	-1%	-0.5%	1%	2%	-7%
Cc1ccc(C)c(S(=O)(=O)N2CCN(CC(=O)NC(=O)NCc3ccccc3)CC2)c1	2.1%	2%	-14%	0.4%	0%	-3%	2%	3.5%	11%	5%	-8%
O=C(CCCc1cccs1)Nc1nc2c(s1)CCCC2	0.4%	28%	-6%	-1.2%	1%	2%	4%	-0.2%	0%	-2%	-8%
NNS(=O)(=O)c1cc(C(=O)O)cc(C(=O)O)c1	-1.3%[15.4 µM]	-26%[11.4 µM]	5%[7.6 µM]	0.1%[15.4 µM]	2%[9.22 µM]	1%[11 µM]	-5%[11.4 µM]	2.9%[9.22 µM]	·	-11%[9.17 µM]	5%[11.4 µM]
COc1ccc(/C=N/n2cnnc2SCc2ccc(OC)cc2)cc1	0.6%	-16%	?	-0.6%	-4%	-3%	11%	0.5%[9.22 µM]	38%[activator]	8%	0%
CS(=O)(=O)c1ccc2nc(NC3(C(F)(F)F)N=C4SCCN4C3=O)sc2c1 (configuration not stated)	-1.6%	-1%	-1%	-2.6%	2%	-4%	-1%	0.0%	9%	8%	3%
Cc1ccc(Nc2nc(C)c(CCC(C)C)c(=O)[nH]2)cc1	-0.9%	0%	3%	-1.1%	3%	-1%	-3%	-0.8%	-8%	2%	7%
CC(C)(C)c1nc(CN2CCOCC2)ccc1O	-0.6%	-5%	-3%	0.7%	-1%	?	-5%	·	0%	6%	?
CC(NC(=O)NCC1CCCO1)(C(F)(F)F)C(F)(F)F (configuration not stated)	-0.5%	-2%	6%	-3.6%	0%	-1%	-5%	-1.2%	21%	0%	8%
c1cncc(-c2nc3cc(Cc4ccc5oc(-c6cccnc6)nc5c4)ccc3o2)c1	0.8%	16%	0%	-4.8%	-1%	-3%	-3%	·	2%	2%	1%
O=C1c2oc3ccc(F)cc3c(=O)c2C(c2ccncc2)N1CCN1CCOCC1 (configuration not stated)	0.4%	1%	8%	-0.2%	·	-1%	-4%	-0.5%	·	-5%	6%
Cc1cc(C)nc(NS(=O)(=O)c2ccc(NC(=O)C3CC(=O)N(c4ccccc4)C3)cc2)n1 (configuration not stated)	1.1%	9%[11.4 µM]	?	0.2%	-2%	-2%[11 µM]	2%[11.4 µM]	1.8%[0.0738 µM]	5%[7.66 µM]	-12%[9.17 µM]	5%[11.4 µM]
Cc1cc(NC(=O)CCCC(=O)NCc2cccs2)no1	-1.2%	65%[activator]	?	-4.7%	1%	1%	?	-0.1%[57.5 µM]	8%	1%	20µM*
COc1cc2cc(C(c3nnnn3C3CCCC3)N3CCc4ccccc43)c(=O)[nH]c2cc1OC (configuration not stated)	-1.3%	49%[activator]	11%	26%	-1%	?	?	0.1%[57.5 µM]	?	-3%	20µM*
CCCCOCCCNC(=O)Cc1cccs1	-0.6%	8%[11.4 µM]	?	-0.8%	2%	-2%[11 µM]	1%[11.4 µM]	-1.5%[0.0738 µM]	12%[7.66 µM]	-7%[9.17 µM]	1%[11.4 µM]
COCCn1c(-c2cc(OC)c(OC)c(OC)c2)nc2nc3ccccc3nc21	0.3%	-4%	?	-1.7%	-2%	-2%	-16%	2.2%[0.369 µM]	3%	·	-18%
O=C(NCc1nnc2n1CCCCC2)c1ccc(Cl)cc1Cl	0.1%	5%	3%	-2.3%	2%	-1%	-5%	-3.4%[57.5 µM]	-6%	2%	-6%
Cc1cc2cc3c(=O)[nH]c(=O)[nH]c3nc2cc1C	1.8%[15.4 µM]	9%[11.4 µM]	6%[7.6 µM]	-1.4%[15.4 µM]	2%[9.22 µM]	-1%[11 µM]	-1%[11.4 µM]	3.6%[9.22 µM]	·	-8%[9.17 µM]	-3%[11.4 µM]
COc1ccc(-n2c(=O)c(-c3ccc(Cl)cc3)nc3cncnc32)cc1	-4.0%	2%	?	7.3%	0%[9.22 µM]	-4%	-1%	2.0%	43%[activator]	-2%	8%
C=C1CC[C@@H](O)C/C1=C/C=C1\CCC[C@]2(C)[C@@H]1CC[C@H]2[C@@H](C)/C=C\[C@@H](C)C(C)C	·	-14%	?	·	-2%[9.22 µM]	-5%	5%	·	·	-6%	·
COc1ccc2nc3c(cc2c1)c(NC(=O)C1CCCO1)nn3CC(C)C (configuration not stated)	-0.1%	?	?	-2.8%	2%	?	0%	-2.2%[0.369 µM]	15%	2%	-4%
Cn1cccc1Cc1nnc(SCC(=O)Nc2ccc(F)cc2)n1CCc1ccccc1	-1.5%	-15%	-23%	-2.1%	-3%	-12%	0%	-0.2%	·	1%	?
Cc1cnc(NC(=O)c2ccco2)s1	-1.1%	-8%	-1%	-2.0%	0%	-3%	3%	-2.3%	-2%	1%	14%
COc1cccc(-n2nnc3c(=O)n(C/C=C/c4ccccc4)cnc32)c1	-3.4%	-8%	?	-2.8%	·	8%	-2%	0.3%	·	-1%	-4%
COc1ccc(Cn2nnnc2C(c2ccccn2)N2CCN(c3cc(Cl)ccc3C)CC2)cc1 (configuration not stated)	1.3%	18%	0%	0.5%	0%	-6%	-4%	·	24%	1%	-5%
O=C1C2ON(c3ccc(Br)cc3)C(c3cccnc3)C2C(=O)N1C1CCCCC1 (configuration not stated)	0.8%	5%	2%	-0.9%	0%	-2%	-3%	0.1%	11%	6%	-7%
CC(=O)Nc1nc(NC(C)=O)c2[nH]c(CO)nc2n1	-1.4%[15.4 µM]	4%[11.4 µM]	7%[7.6 µM]	-0.5%[15.4 µM]	-2%[9.22 µM]	-4%[11 µM]	-5%[11.4 µM]	2.3%[9.22 µM]	·	1%[9.17 µM]	10%[11.4 µM]
c1nc(COc2nsnc2N2CCOCC2)cs1	2.2%	5%	11%	1.1%	0%	-7%	5%	·	-2%	0%	-4%
Cn1c(=O)oc2cc(S(=O)(=O)N3CCC(C(=O)Nc4ccc(OC(F)(F)F)cc4)CC3)ccc21	1.0%	10%	?	-1.5%	0%	3%	-2%	0.3%	-3%	3%	-10%
COc1cc2nc(N3CCN(C(=O)[C@H]4CCCO4)CC3)nc(N)c2cc1OC	-3.0%&1.6%	?	?	-3.7%&-1.3%	2%&1%	2%&-8%	-7%&0%	0.3%	0%	6%&7%	-6%[25.6 µM]

Bioassay records: PubChem, National Center for Advancing Translational Sciences (NCATS)

Some of the compounds tested (hit frequency here may not be typical).
